esBAF inh: inhibitors of esBAF chromatin remodeling in mouse ES cells; Bmi1-luciferase knock-in reporter, 24 h; 100% = twice the neutral-well signal; reporter increase, % at 12.5 µM; 350,000 compounds, 2% hits; in the data active = activation above about 40%;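 note: 0% = median of the plate's neutral control wells and 100% = double that signal; a rise in the Bmi1 reporter signal indicates esBAF inhibition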
ARNT-TACC3 inh: disrupts binding between human ARNT and TACC3; Q9Y6A5; AlphaScreen His-ARNT PAS-B/GST-TACC3 binding, luminescence; TACC3 fragment carries E629A point mutation; inhibition, % at 9.99 µM; 390,000 compounds, 0.66% hits;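 active = mean inhibition of replicates at least 50% and at least half of replicates each reaching 50%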;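 note: 0% = complete ARNT plus TACC3 wells and 100% = ARNT alone without TACC3; many hits fall short of the cut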
ERp5 inh: ERp5 (human) disulfide isomerase inhibition; ERp5 insulin aggregation, absorbance 650 nm, 90 min; inhibition, % at 9.99 µM; Q15084; 350,000 compounds, 0.05% hits;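 active = mean replicate inhibition above about 25%, with every replicate also reaching it, limit read from the data, passing the limit was not always enough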
E-selectin induc: induces E-selectin expression in human endothelial cells; P16581; HUVEC E-selectin immunofluorescence imaging; normalized: neutral wells 0, TNF-alpha wells 100; activation, % at 7.58 µM; 260,000 compounds, 0.37% hits;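 active = mean E-selectin-positive cell signal at least 10% of the positive control, reached in at least 60% of replicates, without over 20% cell loss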;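 note: in these data hits start at about 27%; measured in HUVEC primary endothelial cells; signal is the percent of cells scored E-selectin positive by PE staining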
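System: HUVEC / Compound: single concentration / Signal: immunofluorescence imaging / Read-out: percent E-selectin-positive cells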
PglD DTNB: PglD (C. jejuni) enzyme inhibition; purified PglD enzyme, DTNB colorimetric CoA detection; inhibition, % at 12.5 µM; 360,000 compounds, 0.098% hits; AID 602405; in the data active = inhibition above about 16%, passing the limit was not always enough; note: strong numbers were not always called active
CASP6 VEID inh: caspase-6 (human) enzyme inhibition; inhibition, % at 12.5 µM; AID 686996; 350,000 compounds, 0.53% hits; P55212; purified caspase-6, Z-VEID-R110 cleavage fluorescence;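 active = mean inhibition across replicates at least about 35%, with every replicate also reaching that limit, limit read from the data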;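 note: 0% = median of neutral control wells and 100% = no fluorescence left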
Target sequence (P55212 24-179 limits assumed): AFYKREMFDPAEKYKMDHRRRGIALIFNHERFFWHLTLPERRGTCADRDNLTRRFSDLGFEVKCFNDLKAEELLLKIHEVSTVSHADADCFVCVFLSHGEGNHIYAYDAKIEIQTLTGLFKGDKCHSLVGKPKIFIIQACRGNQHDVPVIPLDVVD
Target sequence (P55212 194-293 limits assumed): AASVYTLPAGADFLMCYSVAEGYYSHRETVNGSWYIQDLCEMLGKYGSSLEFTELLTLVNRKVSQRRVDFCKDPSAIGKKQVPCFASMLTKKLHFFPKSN
RAD54 inh: RAD54 (human) branch migration inhibition; AID 602329; RAD54 Holliday junction branch migration, FAM/BHQ fluorescence; Q92698; 360,000 compounds, 0.14% hits; inhibition, % at 10.4 µM;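 active = mean normalized replicate activity at least 40 and at least half of replicates scoring 40 or more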;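 note: 0% = median of neutral control wells and 100% = median of positive control wells; inhibitors cause a drop in the FAM fluorescence signal; in these data hits start at about 50%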
Target sequence (Q92698 whole entry, looked up): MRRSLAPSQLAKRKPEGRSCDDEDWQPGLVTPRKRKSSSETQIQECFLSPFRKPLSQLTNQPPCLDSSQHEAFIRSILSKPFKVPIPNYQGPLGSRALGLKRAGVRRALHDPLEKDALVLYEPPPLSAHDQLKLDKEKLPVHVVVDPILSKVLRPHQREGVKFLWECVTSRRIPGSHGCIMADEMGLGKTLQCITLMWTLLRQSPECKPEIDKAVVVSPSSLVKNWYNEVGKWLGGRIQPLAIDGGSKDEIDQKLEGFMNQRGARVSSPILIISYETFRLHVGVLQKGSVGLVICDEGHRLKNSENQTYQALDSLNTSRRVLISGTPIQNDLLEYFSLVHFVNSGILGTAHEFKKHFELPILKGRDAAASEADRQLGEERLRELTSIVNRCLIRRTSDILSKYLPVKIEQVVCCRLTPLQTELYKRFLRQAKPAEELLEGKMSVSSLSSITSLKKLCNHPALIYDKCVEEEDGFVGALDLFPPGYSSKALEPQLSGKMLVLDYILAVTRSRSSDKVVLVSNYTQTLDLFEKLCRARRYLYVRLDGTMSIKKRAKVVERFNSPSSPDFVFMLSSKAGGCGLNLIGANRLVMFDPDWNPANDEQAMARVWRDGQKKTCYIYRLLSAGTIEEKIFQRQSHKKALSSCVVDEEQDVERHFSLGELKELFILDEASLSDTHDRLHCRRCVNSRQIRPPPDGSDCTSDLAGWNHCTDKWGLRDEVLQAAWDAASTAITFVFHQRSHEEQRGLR
RAD52 inh: blocks human RAD52 DNA annealing. inhibition, % at 18.7 µM. AID 651710. recombinant RAD52 DNA annealing, FRET fluorescence. P43351. 360,000 compounds, 0.46% hits;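 active = every replicate showing at least 50% inhibition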
Active calls of the source: *; · = not tested or not shown; & = joins results of further samples. This is a random part of the collection; 3.2% or so of the library scored in one or more.

Compound	CASP6 VEID inh	ERp5 inh	E-selectin induc	ARNT-TACC3 inh	esBAF inh	RAD54 inh	RAD52 inh	PglD DTNB
CN1C(=O)c2cc(NC(=O)c3cscn3)ccc2OC[C@@H]2O[C@H](CC(=O)N3CCCCC3)CC[C@@H]21	-1	17	0.0	-14	2	1	-12	2
COc1ccc(CCNC(=O)CN(c2ccc(OC)c(OC)c2)S(=O)(=O)c2ccc(C)cc2)cc1	0	3	-0.1	0	1	-2	-19	0
Cc1ccc(C)c(OCCC(=O)Nc2ccc(S(=O)(=O)N3CCCC3)cc2)c1	3	-6	·	3	0	-8	-11	-4
CO[C@@H]1CN(C)C(=O)c2ccc(NC(=O)C3CC3)cc2OC[C@@H](C)N(C)C[C@@H]1C	4	2	-0.1	-3	0	-1	2	6
Nc1cc(S(=O)(=O)Nc2ccccc2Cl)ccc1N1CCCC1	-2	2	·	18	·	·	-19	·
O=C1c2ccccc2NC(c2ccccn2)N1c1ccccc1F (centres undefined)	·	·	·	-4	0	6	·	-2
Cc1cccc(OCC(=O)Nc2ccc(N3CCN(S(C)(=O)=O)CC3)cc2)c1C	·	·	·	-4	-4	-1	·	-5
CSc1ccc(C#N)cc1NC(=O)c1cccc(Cl)c1	·	·	·	2	-6	3	·	-4
CCCCn1c(N)c(N(CCOC)C(=O)CSCc2ccc(Cl)c(Cl)c2)c(=O)[nH]c1=O	0	-6	·	-2	·	-1	-19	-2
COc1cc2c(cc1CNC[C@H]1O[C@@H](n3cc(C)c(=O)[nH]c3=O)C[C@@H]1O)OCO2	-2	3	-0.2	·	-1	-5	-17	-2
Cc1ccc(-c2ccc3c(c2)O[C@H](CN(C)Cc2cccc(C(=O)O)c2)[C@H](C)CN([C@H](C)CO)S3(=O)=O)cc1	1	-1	0.0	0	-10	4	0	-4
O=C(CN(CC1CCCO1)S(=O)(=O)c1ccc(S(=O)(=O)NCC2CCCO2)cc1)Nc1ccccc1 (centres undefined)	0	2	·	1	0	0	-11	2
COc1ccc(/C(C)=N/NC(=O)c2ccncc2)cc1[N+](=O)[O-]	0	-3	·	1	-5	3	-11	-3
O=C(Nc1ccc(Cl)c(Cl)c1)N[C@H]1CC[C@@H](CCn2cc(C3CCCCC3)nn2)O[C@@H]1CO	-3	-1	0.1	3	12	1	12	-3
O=C(CSc1nnc(CCCO)n1-c1ccccc1)Nc1nccs1	25	-1	·	-8	-2	-3	2	-4
O=C(CNC(=O)C1CCCCC1)NC1=NCCS1	·	·	·	-60	7	4	·	-4
COc1ccccc1Cn1c(=O)c2ccccc2n2c(SCc3csc(C)n3)nnc12	15	-5	·	-1	·	·	0	·
Cc1ccc(CSCCNC(=O)CN2C(=O)c3ccccc3S2(=O)=O)cc1	2	3	·	-3	·	·	12	·
O=C(NNS(=O)(=O)c1ccccc1F)c1cc(-c2ccccc2)n[nH]1	2	3	0.0	11	1	2	-4	-3
N#Cc1cccnc1N1CCN(C(=O)c2cccs2)CC1	1	6	-0.1	-6	0	0	-17	-3

Already shown: an excerpt of the list.
Compound	CASP6 VEID inh	ERp5 inh	E-selectin induc	ARNT-TACC3 inh	esBAF inh	RAD54 inh	RAD52 inh	PglD DTNB
CSc1ccc(C#N)cc1NC(=O)c1cccc(Cl)c1	·	·	·	2	-6	3	·	-4
CCCCn1c(N)c(N(CCOC)C(=O)CSCc2ccc(Cl)c(Cl)c2)c(=O)[nH]c1=O	0	-6	·	-2	·	-1	-19	-2

A few values from the entries so far.
PglD DTNB, Cc1cccc(OCC(=O)Nc2ccc(N3CCN(S(C)(=O)=O)CC3)cc2)c1C : -5
esBAF inh, COc1ccc(CCNC(=O)CN(c2ccc(OC)c(OC)c2)S(=O)(=O)c2ccc(C)cc2)cc1 : 1
ARNT-TACC3 inh, CSc1ccc(C#N)cc1NC(=O)c1cccc(Cl)c1 : 2

The main list resumes, repeating the two entries before the break.
Compound	CASP6 VEID inh	ERp5 inh	E-selectin induc	ARNT-TACC3 inh	esBAF inh	RAD54 inh	RAD52 inh	PglD DTNB
O=C(NNS(=O)(=O)c1ccccc1F)c1cc(-c2ccccc2)n[nH]1	2	3	0.0	11	1	2	-4	-3
N#Cc1cccnc1N1CCN(C(=O)c2cccs2)CC1	1	6	-0.1	-6	0	0	-17	-3
O=S1(=O)CC(N2CCN(Cc3ccccc3F)CC2)CN1Cc1cn(Cc2ccc(F)cc2)nn1 (centres undefined)	-1	-3	7.1	·	·	·	-10	·
Cc1cc(C(=O)N/N=C/c2ccc3c(c2)OCO3)c2ccccc2n1	-1	7	0.8	-15	·	·	-9	·
COc1ccccc1N1CC(C(=O)Nc2nnc(SCC(=O)N3CCOCC3)s2)CC1=O (centres undefined)	3	-1	0.0	2	5	-11	-3	4
Cc1ncsc1CCOC(=O)c1cccc([N+](=O)[O-])c1	1	-1	·	-5&-15	·	-2	-5	-4
COc1cc2c(cc1OC)C(CCc1ccccc1)=NCC2	1	2	0.0	4	·	2	-22	0
Cc1cc(CNC(=O)COc2ccc(C)c(C)c2)c2ccccc2n1	1	-1	·	-3	-6	6	-11	-10
Cc1cccc(C(=O)N[C@H](C(=O)OCc2cc(=O)n3c(n2)sc2ccccc23)C(C)C)c1	17	11	·	-4	·	·	-18	·
COc1ccc(S(=O)(=O)N2CC[C@@H]3[C@H](CO)N(C)c4ccc(-c5ccccc5F)cc4[C@@H]32)cc1	·	·	-0.3	-7	1	15	·	4
O=C(CSc1ccc(Cl)cc1)NC1=NN(c2ccccc2)C(=O)C1	4	3	0.1	7	0	0	-14	-2
O=C(NCc1cccnc1)c1cccc(S(=O)(=O)N2CCCC2)c1	1	2	·	4	-1	-3	-2	-4
C[C@@H]1CCCCO[C@@H](CN(C)S(=O)(=O)c2ccc(F)cc2)[C@H](C)CN([C@H](C)CO)C(=O)c2cc(NS(=O)(=O)c3ccc(Cl)cc3)ccc2O1	2	1	0.1	0	-7	-3	21	3
COc1ccc(Br)cc1CN(C)C(=O)c1ccccc1OCc1c(C)noc1C	1	-1	·	1	-6	-11	-1	-3
COCc1cccc(C(=O)NC(c2ccccc2)c2ccccc2)c1	2	0	-0.4	0	2	-7	-9	4
O=C(C[C@@H]1CC[C@H](NC(=O)c2ccccc2)[C@H](CO)O1)NCc1ccc(Oc2ccccc2)cc1	1	6	-0.5	-2	-1	-5	0	3
CN(C)CCCN(C(=O)c1ccc2c(c1)OCCO2)c1nc2cc3c(cc2s1)OCO3	-3	2	·	10	-8	20	22	-1
Cc1cc(SCC(=O)NCC2CCCO2)nc2ccccc12 (centres undefined)	-4	4	-0.3	·	3	1	-470	6
CCCn1cc(CN2CCC(Cc3ccccc3)(C(=O)OCC)CC2)c(C)n1	-2	3	·	2	4	1	-17	-5
O=C1NC(=S)SC1=Cc1ccccc1Br	-2	7	·	-17	5	-3	-6	-2
[N-]=[N+]=CC(=O)C(O)(c1ccccc1)C(Cl)c1ccccc1 (centres undefined)	4	4	0.8	·	·	5	-5	-4
Cc1[nH]c(C)c(S(=O)(=O)NCc2ccc(Cl)cc2)c1C(=O)N1CCCC1	3	-4	·	-5	-3	-12	-15	0
Cc1c(Cl)c(C(=O)NNC(=S)NCc2ccco2)nn1C	·	·	·	12	-2	-1	·	-4
Cc1csc(SCC(=O)N(c2ccccc2)C(C)C)n1	-2	1	·	4	·	-4	-11	2
O=C(COc1cccc(Br)c1)Nc1ccc(Cl)c(S(=O)(=O)N2CCOCC2)c1	-3	4	·	·	3	·	-23	·
CCCNC(=O)N1CC2(C1)[C@H](c1ccccc1)[C@@H](CO)N2Cc1ccccn1	-2	-1	0.1	·	·	·	-15	·
CCN(CC)CCCNC(=O)c1cn(C)c2ccc(S(=O)(=O)N(C)C)cc2c1=O	-2	6	·	·	-6	-14	-8	3
Cc1ccc(-c2nnn(CC(=O)N3CCCCC3)n2)cc1	5	0	·	21	12	2	-2	-9
O=C(CCNS(=O)(=O)c1ccc(Cl)cc1)Nc1ccncc1	0	0	·	-3	-3	-3	-13	-10
C/C(=N/NC(=O)CNC(=O)c1ccccn1)c1ccccc1	2	-3	-0.3	·	·	·	-19	·
CCOC(=O)N1CCC2(CC1)C(C#N)=C(N)Oc1c2c(C)nn1-c1cccc(Cl)c1	3	0	·	7	-4	0	-52	-4
O=C(O)CCC(NS(=O)(=O)c1ccc(-c2ccccc2)cc1)C(=O)O (centres undefined)	·	·	·	-13	-3	2	·	5
C[C@H](CO)N1C[C@H](C)[C@@H](CN(C)C(=O)Cc2ccccn2)Oc2cc(-c3ccc(C(=O)N(C)C)cc3)ccc2S1(=O)=O	3	0	0.1	6	-7	-7	9	-2
Cc1ccc(CN(Cc2ccccc2)C(=S)NCC(=O)NCc2cccnc2)o1	-1	0	-3.4	5	-11	-4	-18	-1
COc1ccccc1CNC(=O)C(Cc1ccccc1)NC(=O)c1ccccc1 (centres undefined)	-3	-3	1.3	5	0	4	-15	3
C/C=C/c1cnc2c(c1)C(=O)N([C@H](C)CO)C[C@@H](C)[C@H](CN(C)C(=O)c1cccnc1)O2	0	-4	-0.1	-6	-2	-2	5	3
O=C(c1ccco1)N1CCN(c2ncnc3scc(-c4ccc(F)cc4)c23)CC1	·	·	·	16	0	-9	·	-2
C=CCN1CC(O)=C(c2ccccc2)C1=N	·	·	·	-9	-6	-6	·	-4
Cc1noc(COc2ccc(OCc3nc(C)no3)cc2)n1	·	·	·	0	-4	-5	·	1
O=C(O)c1cc(-c2cccs2)nc2cc3c(cc12)OCCO3	1	-5	0.0	·	13	-1	-21	7
NC(=O)c1ccc(NC(=O)COC(=O)/C=C/c2cccs2)cc1	4	0	·	0	·	·	-34	·
CCN(CC(=O)Nc1ccc2c(c1)OCCO2)c1nc(-c2cccnc2)nc2ccccc12	·	·	·	4	7	0	·	4
c1ccc2[nH]cnc2c1	-1	4	0.0	-15	5	6	-25	3
COc1ccc(CN2CCN(c3ccccc3OC)CC2)c(OC)c1	-1	-3	0.9	-4	-3	1	-4	6
CCOC(=O)CSC(CC)C(=O)Nc1nnc(CC)s1 (centres undefined)	0	0	-0.1	-3	-1	-5	-12	4
O=c1c(-c2ccco2)[n+]([O-])c2ccccc2n1OCc1ccccc1F	·	·	·	-11	-6	-8	·	-3
CCOc1ccc(Oc2c(/C=N/NC(C)=O)c(C)nn2-c2ccccc2)cc1	·	·	·	-12	-2	-3	·	-1
CCC(C(=O)NCc1ccco1)N(C(=O)CNS(=O)(=O)c1ccc(C)cc1)c1ccccc1F (centres undefined)	7	-4	·	-5	-4	-3	-17	-2
COc1cccc(OC)c1C(=O)OCC(=O)NCC1CCCCC1	-1	2	-0.2	·	4	-4	3	3
c1ccc(-c2cn3c(n2)CCc2ccc4cccnc4c2-3)cc1	·	·	·	64*	15	-14	·	-8
Cc1ccc(-n2ncc3c(NCc4ccco4)ncnc32)c(C)c1	0	4	0.2	4	12	9	-65	1
Cc1cc2nc(C3CCCCC3)c(CC(C)(C)C)n2c(C)c1Br	-4	1	-0.1	·	-3	-16	-1	1
O=C(C[C@H]1C=C[C@H](NC(=O)Nc2cccc(F)c2)[C@@H](CO)O1)NCC1CC1	3	-7	0.2	-2	5	5	14	1
COc1ccc(S(=O)(=O)N(C)C[C@@H]2Oc3c(NC(=O)NC(C)C)cccc3C(=O)N([C@H](C)CO)C[C@H]2C)cc1	0	-4	-3.8	-12	8	-7	-3	-3
CN1CCN(C(=S)NC(=O)/C=C/c2cccs2)CC1	-2	8	0.0	·	·	·	-17	·
COc1cc(NC(=O)c2ccco2)c(C(=O)O)cc1OC	·	·	·	-3	-1	-27	·	4
Cc1cc(C)cc(Cn2c3ccc(NC(=O)NCc4ccccc4)cc3c(=O)n2C)c1	0	-9	0.3	·	3	7	-13	-1
CCCCN(CCCC)c1nc(-c2ccncc2)nc2ccccc12	-2	1	·	0	·	·	-10	·

High-throughput results as filed in PubChem BioAssay.
